Screening data as filed in PubChem.
TLR9-MyD88 inh: inhibitors of TLR9-MyD88 association in cells, primary screen, cell-based, CHO, BLA complementation, fluorescence; Toll-like receptor 9 (Homo sapiens) + Myeloid differentiation primary response protein …; CCF4 FRET ratio; inhibition, % at 4.98 µM; hit rate 0.21% among 340,000; AID 504734, 2011;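 active = inhibition above the mean over all tested compounds plus 3 SD, cut at about 21% in these data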;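 also: 0% = DMSO only wells and 100% = clavulanate BLA inhibitor control wells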
SRC3 inh: SRC3 coactivator transcriptional activity inhibitors, primary screen, cell-based, luminescence. Nuclear receptor coactivator 3 (Homo sapiens), Q9Y6Q9. HEK293 GAL4-SRC3 luciferase reporter. hit rate 0.17% among 360,000. inhibition, % at 3.6 µM;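 active = inhibition above a per-campaign cutoff, the mean of all compounds plus 3 SD, cut at about 60% in these data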;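 also: 0% = DMSO-treated cells and 100% = gossypol-treated cells at 36 µM; higher means less SRC3-driven luciferase light from the GAL4 reporter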
TRAIL sens C8: viability loss with TRAIL in NB7+C8 cells, primary screen, TRAIL sensitizer project, cell-based, ATPlite luminescence | AID 624354, 2012 | hit rate 1% among 360,000 | inhibition (viability loss, TRAIL sensitization), % at 10 µM;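 active = compounds causing at least 50% loss of cell viability in the single-dose screen, relative to plate controls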
SRC2 inh: inhibition of GAL4-SRC2 driven luciferase reporter, primary screen, SRC2 inhibitor project, cell-based, luminescence | HEK293 GAL4-SRC2 luciferase reporter | AID 651957, 2012 | hit rate 0.17% among 370,000 | inhibition, % at 9 µM | Nuclear receptor coactivator 2 (Homo sapiens), Q15596;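 active = inhibition above the mean inhibition of all tested compounds plus 3 SD, set per campaign, cut at about 52% in these data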;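 also: 0% = DMSO treated cells and 100% = cells given Gossypol at 36 µM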
NR5A2 inv ag: LRH-1 (NR5A2) inverse agonists, primary screen, cell-based, luminescence, HEK293T, StAR-luciferase reporter. Nuclear receptor subfamily 5 group A member 2 (Homo sapiens), O00482. LRH-1 transfected, 24 h. inhibition, % at 3.6 µM. hit rate 0.13% among 360,000;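 active = inhibition above the mean inhibition of all tested compounds plus 3 SD, cut at about 73% in these data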;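 also: 0% = DMSO wells and 100% = reporter-only cells lacking LRH-1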
SRC1 inh: SRC1 coactivator transcriptional activity inhibitors, primary screen, cell-based, luminescence; Nuclear receptor coactivator 1 (Homo sapiens), Q15788; HEK293 GAL4-SRC1 luciferase reporter; hit rate 0.12% among 360,000; inhibition, % at 3.6 µM;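 active = inhibition above the campaign mean plus 3 SD, with each screening campaign given its own cutoff, cut at about 60% in these data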;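 also: 0% = DMSO treated cells and 100% = gossypol at 36 µM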
Target sequence (Q15788 whole entry, looked up, the tested form may be a part): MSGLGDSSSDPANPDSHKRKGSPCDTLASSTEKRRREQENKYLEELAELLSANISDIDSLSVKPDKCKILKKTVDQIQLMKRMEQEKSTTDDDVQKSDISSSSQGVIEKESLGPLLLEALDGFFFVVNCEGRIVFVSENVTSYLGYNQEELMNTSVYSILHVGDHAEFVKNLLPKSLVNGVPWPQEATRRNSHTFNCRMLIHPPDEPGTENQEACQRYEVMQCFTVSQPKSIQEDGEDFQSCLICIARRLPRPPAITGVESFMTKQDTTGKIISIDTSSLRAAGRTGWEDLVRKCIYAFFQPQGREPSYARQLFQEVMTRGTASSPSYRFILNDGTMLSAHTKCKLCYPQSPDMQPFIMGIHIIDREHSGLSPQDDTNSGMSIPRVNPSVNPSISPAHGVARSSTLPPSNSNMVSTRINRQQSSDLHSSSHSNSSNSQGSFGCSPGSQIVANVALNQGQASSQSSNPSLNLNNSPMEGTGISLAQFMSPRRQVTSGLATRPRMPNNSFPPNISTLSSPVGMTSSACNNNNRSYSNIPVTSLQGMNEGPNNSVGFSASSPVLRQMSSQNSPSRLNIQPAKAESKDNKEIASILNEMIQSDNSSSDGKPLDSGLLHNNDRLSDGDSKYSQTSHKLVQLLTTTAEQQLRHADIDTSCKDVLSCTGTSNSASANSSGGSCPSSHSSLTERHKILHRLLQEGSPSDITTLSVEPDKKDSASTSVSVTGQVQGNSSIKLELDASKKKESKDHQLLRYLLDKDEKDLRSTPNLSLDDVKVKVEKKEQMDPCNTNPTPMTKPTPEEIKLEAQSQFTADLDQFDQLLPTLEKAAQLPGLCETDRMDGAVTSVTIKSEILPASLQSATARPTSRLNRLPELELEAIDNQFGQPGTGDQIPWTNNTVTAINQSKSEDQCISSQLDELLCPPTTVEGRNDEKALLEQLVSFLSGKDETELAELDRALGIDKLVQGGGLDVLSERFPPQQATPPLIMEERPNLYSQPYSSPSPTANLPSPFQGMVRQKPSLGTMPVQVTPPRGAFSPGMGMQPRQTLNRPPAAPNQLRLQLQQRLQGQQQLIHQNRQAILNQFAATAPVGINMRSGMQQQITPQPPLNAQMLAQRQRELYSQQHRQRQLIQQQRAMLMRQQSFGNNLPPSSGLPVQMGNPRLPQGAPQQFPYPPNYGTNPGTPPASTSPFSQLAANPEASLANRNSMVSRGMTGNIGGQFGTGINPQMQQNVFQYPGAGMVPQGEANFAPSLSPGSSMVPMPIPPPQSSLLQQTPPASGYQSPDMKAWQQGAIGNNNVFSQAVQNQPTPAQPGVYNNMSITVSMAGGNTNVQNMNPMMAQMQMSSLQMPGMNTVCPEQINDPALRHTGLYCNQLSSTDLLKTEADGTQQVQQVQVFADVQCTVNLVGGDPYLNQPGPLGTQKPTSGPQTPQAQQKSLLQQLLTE
TROY NFkB inh: inhibitors of TROY-driven NF-kB signaling, primary screen, Q293 LMP1-TROYcd cells, NF-kB luciferase, uHTS; inhibition, % at 10 µM; hit rate 0.98% among 360,000; Q293 LMP1-TROYcd NF-kB luciferase reporter, 4 h;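 active = compounds whose plate-normalised and pattern-corrected inhibition of the luciferase reporter signal at the single screening dose is 50% or more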
Vif imaging: HIV Vif self-association inhibitors, primary screen, imaging, HEK293T, single point; HEK293T cells, Vif self-association by quenched fluorescence, 24 h; inhibition, % at 7.49 µM; hit rate 0.35% among 340,000; AID 602346, 2012; in the data active = inhibition above about 50%, passing the limit was not always enough; also: some results filed as inactive read as strong as hits
NOD2 RIPK2 PPI: NOD2-RIPK2 binding disruptors in cells, primary screen, fluorescence, CHO cells, BLA complementation; Receptor-interacting serine/threonine-protein kinase 2 (Homo sapiens), O43353; CCF4 ratio; inhibition, % at 4.98 µM; hit rate 0.38% among 360,000; in the data active = inhibition above about 21%;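 also: 0% = vehicle only and 100% = reference blocker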
COUP-TFII inh: NR2F2 transcriptional activity inhibitors, primary screen, cell-based, luciferase reporter, HEK293T, luminescence; COUP transcription factor 2 (Homo sapiens), P24468; HEK293T NGFI-A luciferase reporter; inhibition, % at 8.6 µM; hit rate 0.7% among 370,000; AID 686940, 2013;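 active = inhibition above a per-plate cutoff, mean inhibition of test wells between control levels plus 3 SD, cut at about 38% in these data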;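 also: cells cotransfected with COUP-TFII expression vector driving the NGFI-A reporter; 0% = median of COUP-TF2 test wells and 100% = reporter-only cells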
EBV LMP1 NFkB: EBV LMP1-driven NF-kappaB luciferase reporter inhibitors, primary screen, cell-based, luminescence, single point. LMP1-induced NF-kappaB luciferase reporter cells. inhibition, % at 12.5 µM. hit rate 0.69% among 350,000. AID 504558, 2011; in the data active = inhibition above about 41%;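 also: 0% = neutral control wells and 100% = reference inhibitor control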
* hit, by the source's call; . = not tested or not shown. Only part of the results is shown; the hit share may differ from the screen's.

Molecule	Vif imaging	EBV LMP1 NFkB	TLR9-MyD88 inh	TROY NFkB inh	SRC1 inh	SRC2 inh	TRAIL sens C8	COUP-TFII inh	NOD2 RIPK2 PPI	SRC3 inh	NR5A2 inv ag
CC1=C(C(=O)OCc2ccc([N+](=O)[O-])cc2)N2C(=O)C(NC(=O)Cc3ccccc3)C2SC1 (stereo not drawn)	-8	10	-8	14	-34	-21	-10	-13	6	14	-6
CC(C)(O)C#Cc1ccc(C(=O)NCc2ccccc2)s1	-8	-1	-10	-21	-13	-31	12	-16	1	-11	-17
COc1cc(OC)c(NC(=O)c2sc3ncn(CC(=O)N4CCOCC4)c(=O)c3c2C)cc1Cl	-1	1	-3	6	2	-4	-13	4	-13	-4	-5
COc1cccc(N=C(N)N)c1	-7	-3	-6	-10	-19	-15	-2	-9	-3	15	-2
S=c1[nH]nc(C2CC2)n1Cc1ccccc1	-1	1	5	-6	9	-21	3	-4	-13	4	-6
CCCNC(=O)c1ccc(SC)cc1OC	.	5	12	-6	0	-8	5	-5	1	-4	19
CCN(CC)CCn1c(-c2ccccc2)nc(=S)c2c1CC(C)(C)OC2	-1	-3	-8	8	-30	-5	-16	4	-11	-2	-8
O=C(c1ccc(Cl)cc1)N1CCN=C1c1ccccc1	-3	-4	1	-1	3	6	7	5	-1	6	-1
COc1cc(OC)cc(C(=O)N2CCN(S(=O)(=O)c3ccc4c(c3)OCCO4)CC2)c1	5	2	6	-12	4	9	-26	10	5	7	0
CC(C)=CC(O)C/C(C)=C/COc1ccc2ccc(=O)oc2c1 (stereo not drawn)	-37	9	-4	8	46	-15	17	18	12	63*	85*
CCNC(=S)/N=C(/Nc1ccc(OC)cc1)Nc1nc(C)cc(C)n1	0	.	.	-44	10	6	-16	-15	0	8	-6
C=CCNC(=S)NNC(=O)c1cc(O)ccc1O	-3	-1	.	-1	5	13	-16	4	3	13	-16
CCOC(=O)c1ccc(NC(=S)N2CCC(O)CC2)cc1	10	-9	-6	-30	-58	6	-1	-19	-2	-19	-48
O=C(NC1=NCCS1)c1cccc2ccccc12	0	-9	14	-4	-22	-42	10	-13	-8	-15	-13
O=C(C[C@@H]1C/C=C\CCC(=O)OC[C@@H]2CCCN2C1=O)N[C@H](CO)Cc1ccccc1	.	1	-6	2	-7	-19	12	-8	9	0	17
O=C(Nc1nnc(SCC(=O)N2CCCCC2)s1)C1CCCCC1	0	0	-18	-8	-3	-12	-6	9	3	9	-15
CS/C(=C\[N+](=O)[O-])Nc1ccc(C)cc1	10	-4	-3	-10	-14	12	1	-14	-3	7	35
O=C(N/N=C/c1c(F)c(F)c(F)c(F)c1F)c1ccc(Cn2cc(Br)cn2)o1	3	-1	8	-6	10	-6	33	-3	5	17	4
Cc1cc(C(=O)CNCc2ccco2)c(C)n1-c1ccc(F)cc1	1	1	2	31	-89	-52	16	-38	-18	-67	-98
Cc1ccc2c(Cl)c(C(=O)NCc3cccnc3)sc2c1	-5	-3	3	-16	-12	-5	-4	11	-3	-12	-21
COc1ccccc1NC(=O)N1CCC(C(=O)c2ccc(Cl)cc2)CC1	0	0	-4	8	-34	-2	17	-9	-1	2	4
COCCNC(=O)c1ccccc1-c1ccccc1C(=O)O	-5	0	6	11	-10	-1	-2	-1	-9	-4	15
Cc1cccc(C(=O)NC(=S)Nc2cccc3nc(C)ccc23)c1	-4	8	-2	14	-9	18	2	0	4	24	14
Cc1ccc(S(=O)(=O)NCCC(=O)NC(C)c2ccccc2)cc1 (stereo not drawn)	4	5	-1	19	-7	-21	0	-6	2	2	6
O=S(=O)(CC(O)COc1ccccc1Cl)c1ccccc1 (stereo not drawn)	0	-2	1	10	-35	-4	-5	-7	-7	10	9
COc1ccc(C)cc1NC(=O)CN1c2cccc3cccc(c23)S1(=O)=O	-5	6	8	-11	4	24	-2	36	-5	-2	8
CC[C@@]12C(=O)N(c3cccc(Br)c3)C(=O)N1[C@H](c1cccc(C)c1)[C@@H]1C(=O)N(Cc3ccccc3)C(=O)[C@@H]12	-5	0	-5	20	-32	11	10	7	0	3	-5
CC1CCN(C(=O)CSc2nc3c(cnn3-c3ccc(Cl)cc3)c(=O)[nH]2)CC1	9	-4	7	-23	-2	-3	-29	4	6	1	-14
CCC(C)NC(=O)CSc1nc2ccccc2c(=O)n1CCCN1CCCCC1 (stereo not drawn)	-2	-6	8	4	15	-20	-3	-13	-12	10	11
COc1cccc(CN2CC(C(=O)N(C)Cc3ccc(C)cc3)CCC2=O)c1 (stereo not drawn)	-24	-21	7	-25	-3	-24	-12	-18	11	-6	15
COC(=O)c1c(C(=O)OC)c(-c2ccc(OC)cc2)n2c1CS(=O)C2 (stereo not drawn)	2	-1	4	5	13	-22	-6	26	-13	0	5
COCCn1nnnc1CN1CCC(NC(=O)c2ccc(Br)cc2)CC1	6	3	2	11	7	25	3	1	-2	0	-10
O=C1c2ccsc2SCCN1Cc1c(F)cccc1Cl	-4	6	1	-12	-10	25	-1	-6	-8	-8	1
CCC(=O)Nc1cccc(C(=O)Nc2nccs2)c1	-4	-12	6	-5	-39	-12	-1	-16	9	-6	-11
CCN1C(=O)CC(C(=O)Nc2ccc(F)cc2)SC1=Nc1ccc2c(c1)OCO2 (stereo not drawn)	-4	7	-6	-1	-14	6	-6	4	-9	6	-11
OC(c1ccccc1)(c1ccc(F)cc1)C(c1ccccc1)N1CCOCC1 (stereo not drawn)	5	-9	-8	8	-4	.	9	.	3	4	-6
Cc1cc(NC(=O)CSc2nnc3c(C)cc4c(C)ccc(C)c4n23)no1	.	15	8	-1	1	1	10	5	-8	29	27
Cc1ccc(C2CC2C(=O)NNC(=S)Nc2cccc(Cl)c2)cc1 (stereo not drawn)	-5	-1	-2	21	-5	0	-28	-6	-1	4	3
O=c1ccc(OCCOc2ccccc2)nn1-c1ccccc1	5	-10	-1	-56	0	0	3	13	-6	6	1
Cc1ccc(-n2c(C)cc(C(=O)COC(=O)c3ccc[nH]c3=O)c2C)cc1	-2	8	-12	-9	-123	-26	61*	-40	3	-60	-215
CN(C)c1ccc(C=NNC(=O)c2cccnc2)cc1	-6	-5	-7	-32	-44	-74	16	-10	-4	-51	-51
O=S(=O)(c1ccccc1)N1CCC(O)(CN2CCN(c3ccccc3)CC2)CC1	-5	-16	-13	5	-25	1	32	0	-5	7	0
COc1ccc(NC(=O)CN(C)C2CCCCC2)c([N+](=O)[O-])c1	-21	3	-13	-12	-3	14	2	3	-5	6	7
Cc1ccc(S(=O)(=O)N2[C@@H](c3ccc(Cl)c(Cl)c3)C(C(=O)O)=C[C@H]2C(C)(C)C)cc1	.	-1	-7	23	5	.	-1	.	5	12	14
Cn1cc(/C=C(\C#N)C(=O)Nc2ncc(Cc3ccc(Cl)cc3)s2)c2ccccc21	9	-9	1	22	-6	0	-24	7	12	8	16
Cc1cc(NC(=O)CSCC(=O)Nc2nc3ccccc3[nH]2)no1	-7	-11	-3	-41	-8	6	-11	4	3	5	-2
COc1ccccc1CN(C)C(=O)CN1CCN(CC(=O)Nc2ccccc2Cl)CC1	-1	-4	-3	-9	-6	2	-17	-15	-2	-13	-9
O=C(c1ccc(F)cc1)c1cn[nH]c1-c1ccccc1O	7	7	1	-21	-18	-6	-18	-2	-1	5	2
CCOC(=O)[C@H]1[C@H]2COc3ccc(C)cc3[C@@H]2N2C(=O)CN(Cc3ccco3)C(=O)[C@@]12C	-4	0	22*	-8	-15	14	-7	14	3	-6	14
CCOC(=O)c1ccc(-n2c(C)nc3c(cnn3-c3ccc(Cl)cc3)c2=O)cc1	-1	2	6	6	-7	-18	18	11	-11	-14	15
CN1C(=O)c2ccc(C(=O)NCc3ccccc3)cc2C1=O	38	1	9	7	-14	9	-10	-17	-5	-1	-6
Cc1ccccc1NC(=S)NCc1cccn1C	3	-12	0	11	4	-16	-8	-5	2	24	-9
COc1cc(/C=C2\SC(=S)N(NS(=O)(=O)c3ccccc3)C2=O)cc(OC)c1OC	-4	2	-5	-1	0	17	6	9	-4	12	-7
O=C(O)CSc1cc(C(=O)c2ccccc2O)cn2c(=O)c3c4c(sc3nc12)CCCC4	3	3	1	-11	-3	-8	10	7	-15	16	10
COc1ccc(N2CC(C(=O)Nc3nnc(SCC(=O)NCc4ccco4)s3)CC2=O)cc1 (stereo not drawn)	-8	-24	4	25	-7	11	3	-12	0	1	5
COCCOC(=O)C1=C(N)OC2=C(C(=O)CCC2)C1c1cccnc1 (stereo not drawn)	7	-6	-2	-3	9	15	-4	-11	-2	-5	4
CNC(=S)N1CCC(c2nc3ccccc3s2)CC1	7	4	-2	-7	-3	6	-4	-23	-6	-12	-8
COc1cc(OC)cc(N(C(=O)c2snc(C(N)=O)c2N)C(C(=O)NCC2CCCO2)c2ccc(C)o2)c1 (stereo not drawn)	2	8	-2	-10	19	-12	-12	-7	-11	9	-4
COC(=O)c1ccc(CC(=O)c2ccc(O)cc2O)o1	5	0	3	13	2	.	12	.	-17	6	-21
O=C(NCc1ccco1)c1nnc(Cc2ccc(F)cc2)o1	-2	-10	1	-1	5	-15	1	1	-5	4	-2

Going on with the list.
Molecule	Vif imaging	EBV LMP1 NFkB	TLR9-MyD88 inh	TROY NFkB inh	SRC1 inh	SRC2 inh	TRAIL sens C8	COUP-TFII inh	NOD2 RIPK2 PPI	SRC3 inh	NR5A2 inv ag
Cc1nn(CCOc2cccc(Cl)c2)c(C)c1[N+](=O)[O-]	-16	-10	0	10	1	-13	-3	-7	2	-1	-5
O=C(CN1CCN(c2ccccc2)CC1)Nc1scc2c1c(=O)oc1ccccc12	8	-2	3	-2	-8	-23	-7	9	2	8	0
COc1cc(/C=N/NC(=O)c2cccnc2)cc2c1OCO2	0	5	6	4	-14	9	-8	4	-3	-21	2
CCc1sc(C(=O)Nc2cccc(-n3cnnn3)c2)cc1C	-7	9	-4	-29	-11	3	4	-17	0	-1	-16
Cc1cccc(Oc2coc3cc(O)ccc3c2=O)c1	-11	-12	3	-46	-37	-20	4	-28	-2	-28	-55
